IkB signaling: IkB Signaling; ABC-DLBCL IkBa-CBG/CBR dual luciferase ratio, 4 h; response scale: scaled: untreated 0%, proteasome inhibitor 100%; 110,000 tested, 0.04% active; Potency, µM (highest dose often 57.1 µM), for inactives: at the highest dose IkBa stabilization activation; active means well fitted curve in the direction sought with a large enough effect in the signal ratio, not every such curve was filed as active; inconclusive means small, poorly fitted or top-dose-only effect, or a change in a side signal; the % refers to the signal ratio;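 further: the direction sought is a rising ratio; 0% = basal untreated cells and 100% = reference inhibitor full response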
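Luminescence ratio of IκBα-fused green versus native red beetle luciferase in OCI-Ly3 cells, 4 h post-doxycycline with compound; red signal alone, scaled from basal (0%) to zero light (-100%), flagged nonspecific or cytotoxic effects.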
p53ts 32C kill: qHTS Screen for Compounds that Selectively Target Cancer Cells with p53 Mutations: Cytotoxicity of p53ts Cells at the Permissive Temperature; H1299-p53A138V at 32C, ATP luminescence viability, 24 h; Potency, µM (series often up to 46.1 µM), without a hit: at the highest dose activity change, negative = cytotoxicity, actives largely listed as cytotoxic; 130,000 tested, 0.93% active; AID 924, 2007;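 further: 0% = DMSO and -100% = full killing by reference compound; nearly all actives have a fitted effect of over 55% in size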
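Cells: H1299 p53ts (A138V), 600/well, pre-incubated 16–30 h at 37C. Cpd up to 46 uM, 24 h, 32C. Readout: ATPlite luminescence, 20 min RT. Normalization: DMSO vs tamoxifen 100 uM. AC50 by Hill equation.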
p53ts 39C tox: qHTS Screen for Compounds that Selectively Target Cancer Cells with p53 Mutations: Cytotoxicity of p53ts Cells at the Nonpermissive Temperature. H1299-p53A138V viability at 39C, ATP luminescence, 24 h. Potency, µM (highest dose often 46.1 µM), for inactives: at the top dose activity change, negative = cell killing, most hits filed as cytotoxic. 130,000 tested, 1.5% active; further: nearly all actives have a fitted effect of over 55% in size
Peg3 imprint: qHTS Assay for Compounds that Induce Erasure of Genomic Imprints | mouse ES Peg3-LacZ reporter, beta-gal luminescence, 40 h | 110,000 tested, 0.02% active | Potency, µM (top dose mostly 60.7 µM), without a hit: at the highest dose activity change, positive = activation, actives largely listed as activators;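 further: 0% = negative control wells on the plate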
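Readout: BetaGlo luminescence (5 min, room temp) for LacZ from the normally silent maternal Peg3 allele in female Peg3LacZ-Neo ES cells. Cells 300/well, 40 h, 37C, 5% CO2. Data normalized per plate to negative controls.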
The depositor's hits bear a star; ? = inconclusive; · = no result given; [ ] = remark or other dose. Unless noted, the call rests on the fitted dose curve; in most records, active means well fitted curve in the direction sought with a large enough effect; inconclusive means small, poorly fitted or top-dose-only effect, or another doubt; inactive means no such curve, though single readings can be large; an effect the other way counts as inactive or inconclusive. Unless noted, on the % scale 0 is the no-effect control and ±100 the full control effect; potency means the concentration at half of the fitted maximal effect. This is a random part of the collection; about 1.7% have a hit in one of these screens.

Start of the data: the first 3 entries as a preview:
item	canonical_smiles	Peg3 imprint	p53ts 39C tox	IkB signaling	p53ts 32C kill
1	O=C(NCc1cccnc1)C(=O)NCC(c1cccnc1)N1CCN(c2ccccc2F)CC1 (stereo unspecified)	4.3%[10.9 µM]	-9.2%	1.1%	6.4%
2	COc1ccc2oc(=O)c(C(=O)N3CCCc4ccccc43)cc2c1	-12.3%	-3.5%	1.0%	2.4%
3	CCc1ccc2oc(C(=O)N(Cc3cccc(Cl)c3)Cc3ccco3)c(C)c2c1	16.9%[10.9 µM]	-9.3%	?	1.8%

The listing, repeating the preview:
item	canonical_smiles	Peg3 imprint	p53ts 39C tox	IkB signaling	p53ts 32C kill
1	O=C(NCc1cccnc1)C(=O)NCC(c1cccnc1)N1CCN(c2ccccc2F)CC1 (stereo unspecified)	4.3%[10.9 µM]	-9.2%	1.1%	6.4%
2	COc1ccc2oc(=O)c(C(=O)N3CCCc4ccccc43)cc2c1	-12.3%	-3.5%	1.0%	2.4%
3	CCc1ccc2oc(C(=O)N(Cc3cccc(Cl)c3)Cc3ccco3)c(C)c2c1	16.9%[10.9 µM]	-9.3%	?	1.8%
4	Cc1cc(C(=O)CSc2nnc(-c3ccncc3)n2-c2ccccc2)c(C)n1C	-12.9%	-11.6%	-0.4%	-4.9%
5	O=C(CSc1nnc(-c2ccc(OC(F)F)cc2)o1)N1CCOCC1	-10.1%	-16.0%	-0.3%	-18.3%
6	Cc1cnc(CNc2ncncc2-c2ccc(C(=O)N(C)C)cc2)cn1	-10.0%	-1.1%	-2.0%[11.4 µM]	2.8%
7	N#Cc1nc(Cc2cccc3ccccc23)oc1N1CCOCC1	-6.6%	-1.9%	3.3%	-7.8%
8	O=C(Nc1ccc(-c2nc3cc(Cl)ccc3o2)cc1)c1cc2ccccc2o1	-6.6%[10.9 µM]	-4.2%	4.5%	-7.6%
9	C[C@@H](C(=O)N[C@@H](CO)Cc1ccccc1)[C@@H]1C[C@@]1(C)[C@@H](NC(=O)OCc1ccccc1)c1ccccc1	-16.7%	1.5%	·	3.4%
10	Cc1c(Cl)cnc(NC(=O)COC(=O)c2ccc([N+](=O)[O-])s2)c1Cl	·	-9.1%	·	-28.7%
11	COc1cccc(CNC(=O)c2cc3ccc4cccnc4c3[nH]2)c1	-8.1%[10.9 µM]	?	?	12.6%
12	Cc1ccc(NC(=O)CSc2nc3nccnc3c(=O)n2CCc2c[nH]c3ccccc23)cc1	-10.3%[10.9 µM]	-2.0%	-1.8%	0.9%
13	CCOc1ccc(-c2cc3nc(C4CCN(C(=O)OC(C)(C)C)CC4)c(C(=O)O)cn3n2)cc1	-18.6%	-1.0%	0.5%	22.9%
14	COc1ccc(/C=C(/NC(=O)c2ccccc2)C(=O)N/N=C/c2sccc2C)cc1	·	8.0%	·	-7.1%
15	CCc1ccc(C2c3c(-c4cc(C)ccc4O)n[nH]c3C(=O)N2Cc2cccnc2)cc1 (stereo unspecified)	-6.0%[10.9 µM]	?	?	-2.8%
16	O=C(Nc1cccc(C(=O)OCc2cc(=O)n3c4c(sc3n2)CCCC4)c1)c1cccc(Cl)c1	5.0%[10.9 µM]	-6.5%	?	-12.5%
17	O=c1c2ccccc2nc(/C=C/c2cccc([N+](=O)[O-])c2)n1CCO	·	-7.5%	·	-1.0%
18	COCCn1c(SCC(=O)N2CCCCC2)nc2cccnc21	2.9%	9.7%	1.0%	-1.9%
19	CCOc1ccc(OCC)c(NC(=O)CCn2c(=O)oc3ccccc32)c1	-3.4%	2.0%	0.0%	7.1%
20	COc1cccc(Cn2c(=O)cnc3cncnc32)c1	-23.9%	-10.2%	?	8.1%
21	Cc1ccc(-n2nnc3c(sc4nc(C)c(C)cc43)c2=O)cc1Cl	17.2%[10.9 µM]	3.0%	?	2.0%
22	COc1ccc2[nH]cc(CCNc3ncnc4ccc(-c5ccccc5C#N)cc34)c2c1	-19.8%	-17.5%	-8.5%[11.4 µM]	-14.8%
23	O=C(CC1=NC2(CCCC2)Cc2ccccc21)N1CCOCC1	-36.8%[inhibitor]	8.6%	6.1%	6.4%
24	Cc1cc(N2CCOCC2)nc2ccc(NC(=O)CCC(=O)N3CCCC(C)C3)cc12 (stereo unspecified)	22.3%	-13.3%	-1.1%	-12.3%
25	CCc1cccc(CC)c1NC(=O)CN1CCN(c2ccccc2)CC1	-17.1%	-13.8%	0.0%	-1.7%
26	Cc1cccc(OCc2nnc(SCC(=O)N3c4ccccc4CC3C)n2C)c1C (stereo unspecified)	·	13.7%	·	22.7%
27	COc1ccc(-c2nc3sc(CCNS(=O)(=O)c4ccccc4)c(C)n3n2)cc1	-15.1%[10.9 µM]	-1.2%	-1.3%	-0.7%
28	O=c1c(=O)n(-c2cccc(Cl)c2)ccn1Cc1cccc(F)c1	5.8%[10.9 µM]	2.0%	0.4%	5.0%
29	COc1ccc(-c2nc(=S)[nH][nH]2)cc1	3.1%	-6.1%	1.1%	-13.3%
30	CCOC(=O)C1CCCN(C(=O)c2cccc(NC(=O)c3nsc4ccccc34)c2)C1 (stereo unspecified)	-7.4%[10.9 µM]	?	0.2%	?
31	CCC(c1nnc(SCC(=O)N2CC(=O)Nc3ccccc32)n1Cc1ccccc1)N(C)C (stereo unspecified)	-7.1%	-15.1%	1.2%	-2.8%
32	COc1ccc2[nH]cc(CCNc3ncnc4ccc(-c5ccccc5CN(C)C)cc34)c2c1	?	-4.2%	0.3%[11.4 µM]	-6.7%
33	COC(=O)c1ccc2c(=O)n(CCN3CCOCC3)c(SCC(=O)c3ccccc3)nc2c1	-0.3%	8.7%	-0.6%	9.2%
34	CC(C)c1nnc(NC(=O)C2CCCCC2)s1	-5.0%	5.6%	8.8%	1.9%
35	O=c1cc(-c2ccccc2)oc2c(O)c(O)ccc12	-35.7%[inhibitor]	12.6µM*	·	?
36	CCSc1ncc(Cl)c(C(=O)Nc2cccc(Cl)c2)n1	-10.1%[10.9 µM]	-20.5%	-0.2%	-13.5%
37	CCOc1ccc(NC(=O)CSc2nnc3scc(-c4ccccc4)n23)cc1	-7.3%[10.9 µM]	0.0%	?	-6.0%
38	Clc1ccccc1OCc1nc(-c2ccccn2)no1	-76.8%[inhibitor]	?	?	?
39	COc1cccc(C(=O)CN2C(=O)C(C)(C)Oc3ccc(C(=O)N4CCCCCC4)cc32)c1	-8.7%	?	0.3%	-2.1%
40	C[N+](C)(C)CC(=O)N/N=C\c1ccncc1	-3.3%[10.9 µM]	-1.8%[9.22 µM]	1.1%[11.4 µM]	-3.3%[9.22 µM]
41	CCCCNc1c2c3c(cccc3n(C)c1=O)C(=O)c1ccccc1-2	·	-16.0%	·	-14.3%
42	CCOC(=O)c1cccc(NC(=O)NC2COc3ccccc3C2)c1 (stereo unspecified)	14.5%[10.9 µM]	8.3%	-5.1%	-6.4%
43	COc1ccc(C(c2sc3nc(C)nn3c2O)N2CC(C)OC(C)C2)cc1OC (stereo unspecified)	-7.7%	19.2%	?	-11.8%
44	C#CCNc1c(C)c(C)nc2ncnn12	-4.4%	-1.5%	?	-4.5%
45	CCC(=O)N1c2ccc(S(=O)(=O)N(CCO)Cc3ccccc3)cc2CC1C (stereo unspecified)	-23.1%	-11.0%	1.6%	0.1%
46	Clc1ccc(-c2nc3ncccn3c2Nc2ccc3c(c2)OCCO3)cc1	-7.8%[10.9 µM]	-10.4%	5.5%	-2.6%
47	COc1ccc(Nc2ccccc2)c(C)c1	0.6%	1.7%	0.9%	2.8%
48	CC1(C)C(=O)Nc2ccccc2N1C(=O)COc1ccc(S(=O)(=O)N2CCOCC2)cc1Cl	-5.0%	5.2%	?	-1.3%
49	CCOC(=O)N1CCC(NC(=O)c2ccc(CS(=O)(=O)c3ccccc3C)o2)CC1	-16.3%	22.0%	3.5%	1.4%
50	CCOC(=O)c1cc2c(=O)n3ccccc3nc2n(CCCOC)c1=NC(=O)c1c(-c2c(F)cccc2Cl)noc1C	-5.0%[10.9 µM]	-4.2%	-1.1%	-2.3%
51	COc1ccc(C2N(c3ccccn3)C(=O)C3CCCN32)c(OC)c1 (stereo unspecified)	-18.9%	-6.3%	0.5%	-6.5%
52	CC(C)OCCCNc1ncnc2c1[nH]c1ccc(F)cc12	-14.3%	-9.5%	?	-15.0%
53	CC(C)Cc1nc(S(=O)(=O)c2ccc(Cl)cc2)c(N2CCOCC2)o1	16.0%	0.0%	0.3%	-1.0%
54	CCOC(=O)Cn1nnnc1C(CC)N(Cc1cc2ccc(C)cc2[nH]c1=O)C1CCCC1 (stereo unspecified)	-7.7%	-3.1%	-0.3%	-7.9%
55	CCn1c(=O)c(=O)n(CC)c2cc(N3CCCCC3)c(NC(=O)c3ccc(Cl)cc3)cc21	6.4%[10.9 µM]	28.2%	-3.0%	9.5%
56	Cc1cc(Cl)ccc1OCc1nc(-c2ccc(-n3cccc3)cc2)no1	3.3%[10.9 µM]	4.2%	-3.8%	9.0%
57	Cc1cc(C)cc(OC(=O)c2cc(-c3ccc(Cl)cc3)on2)c1	-10.7%[10.9 µM]	18.3%	-2.6%	0.8%
58	CC1(C)CCC(NC(=O)[C@H](N)CCC(=O)O)CC1	·	0.4%	1.1%	-3.7%
59	CCOc1ccccc1NC(=O)CCN1CCN(S(=O)(=O)c2ccc(OC)cc2)CC1	-10.3%	2.0%	-1.1%	0.4%
60	O=C(Nc1c(C(=O)Nc2ccc(F)cc2)oc2ccccc12)c1ccccc1F	-11.5%[10.9 µM]	-13.4%	?	-10.9%

Next results follow:
item	canonical_smiles	Peg3 imprint	p53ts 39C tox	IkB signaling	p53ts 32C kill
61	Cc1ccc2cc(CCNC(=O)CC(C)(C)C)c(=O)[nH]c2c1C	10.2%	-18.7%	0.3%	-13.3%
62	O=C(Cn1c(=O)oc2cc(S(=O)(=O)N3CCCC3)ccc21)NCc1ccccn1	-10.1%	2.8%	-0.7%	4.2%
63	Cc1ccc(NC(=O)C(=O)NCCc2csc3nc(-c4ccccc4C)nn23)cc1Cl	-3.1%[10.9 µM]	-19.6%	0.0%	-3.4%
64	Cc1nc(C)c(C(=O)Nc2ccccc2-c2ccccc2)o1	-8.9%	10.3%	0.4%	-2.0%
65	COc1ccc(OC)c(-c2nnc(-c3ccc(C)o3)o2)c1	-9.0%	-5.1%	-0.7%	-8.6%
66	COC(=O)c1sccc1NC(=O)c1ccc(C)s1	·	-10.3%	·	-4.2%
67	CCc1ccc(S(=O)(=O)Nc2cccc(-c3ccc(N4CCC(C)CC4)nn3)c2)s1	6.0%[10.9 µM]	10µM*	?	12.6µM*
68	COc1cccc(-n2c(Cc3cc(=O)[nH]c(=O)[nH]3)nnc2SCC(=O)NC2CCCCC2)c1	-2.6%	4.5%	-0.7%	-0.9%
69	CCOc1ccc(-c2nc(CNC(=O)NC3CCCCC3)c(C)o2)cc1	-10.7%[10.9 µM]	-1.8%	2.2%	6.4%
70	CCOC(=O)CSc1nnc(-c2ccco2)n1-c1ccccc1	-5.6%	-1.1%	-0.6%	-0.1%
71	N#Cc1ccc(C(=O)NCc2ccc3c(c2)CCN3C(=O)c2ccc(F)cc2)cc1	14.9%[10.9 µM]	-28.7%	-1.6%	-1.6%
72	O=C(CSc1nnc(-c2ccc(Br)o2)n1Cc1ccccc1)c1ccccc1F	-14.3%	-21.7%	1.0%	7.9%
73	COc1cc(NC(=O)CSc2nc3nc(C)c(Cc4ccc(C)cc4)c(C)n3n2)cc(OC)c1OC	-8.7%[10.9 µM]	-5.6%	?	-6.5%
74	COCCn1c(=O)[nH]c2cc(C(=O)NCc3cccnc3)ccc2c1=O	9.9%	-1.0%	3.3%	2.3%
75	O=C(CSc1ccccc1)NCCCN1CCOCC1	-11.5%	4.6%	1.2%	3.2%

Bioassay records deposited in PubChem BioAssay by National Center for Advancing Translational Sciences (NCATS).
